HIV Rev-RRE inh: inhibitors of HIV-1 Rev-RRE RNA interaction; P05866; Rev peptide-RRE RNA binding, FRET; inhibition, % at 8 µM; 97,000 tested, 0.79% active; AID 704;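 active = inhibition above the screen-wide mean plus 3 SD, cut at about 35% in these data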;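 also: 0% = median DMSO wells and 100% = median Neomycin B control wells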
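assay system = Cy5-tagged RRE RNA duplex with fluorescein-tagged Rev peptide | incubation = 5 + 15 min at 25 °C | also added = labelled Rev peptide | measure = % inhibition of FRET ratio versus controls | benchmarks = DMSO wells as 0% and neomycin B wells as 100% inhibition | measured by = FRET fluorescence readout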
ERa SRC1 pot: enhances coactivator binding to human estrogen receptor alpha; TR-FRET ERalpha-LBD/SRC-Cy5 coactivator binding, 2 h; 100 = basal binding, no effect; coactivator binding (% of control), % at 25.6 µM; 86,000 tested, 1.3% active; AID 639; in the data active = activity above about 200%;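 also: binding measured in presence of low estradiol as agonist stimulus; 0% = peptide alone without receptor and 100% = receptor with peptide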
Target sequence (P03372 whole entry, looked up, the tested form may be a part): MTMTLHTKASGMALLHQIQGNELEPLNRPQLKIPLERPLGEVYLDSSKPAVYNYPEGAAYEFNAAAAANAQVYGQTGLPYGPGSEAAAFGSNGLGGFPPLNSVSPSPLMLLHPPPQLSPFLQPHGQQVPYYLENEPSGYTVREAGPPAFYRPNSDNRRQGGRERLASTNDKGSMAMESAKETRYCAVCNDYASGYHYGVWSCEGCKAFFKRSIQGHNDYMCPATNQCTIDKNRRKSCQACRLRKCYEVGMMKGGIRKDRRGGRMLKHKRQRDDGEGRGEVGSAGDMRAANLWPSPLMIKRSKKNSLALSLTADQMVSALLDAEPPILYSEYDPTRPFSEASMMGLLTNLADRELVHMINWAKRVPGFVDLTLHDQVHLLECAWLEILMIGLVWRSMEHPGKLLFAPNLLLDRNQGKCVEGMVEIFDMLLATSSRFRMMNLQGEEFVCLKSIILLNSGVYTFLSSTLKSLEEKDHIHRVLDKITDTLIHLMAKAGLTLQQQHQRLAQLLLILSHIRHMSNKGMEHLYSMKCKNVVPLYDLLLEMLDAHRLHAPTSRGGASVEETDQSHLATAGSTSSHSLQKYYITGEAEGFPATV
ERb coact inh: ER-beta (human) coactivator binding inhibition | Q92731 | TR-FRET ER-beta LBD / SRC1-Cy5 peptide binding; receptor agonist-loaded with 1 µM estradiol | inhibition, % at 25.6 µM | 86,000 tested, 1.3% active | AID 633;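 active = compounds whose percent inhibition of the receptor-coactivator binding signal exceeds about 50% in the single-dose screen, limit read from the data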;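 also: 0% = receptor plus peptide wells without compound and 100% = peptide-only wells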
Target sequence (Q92731 whole entry, looked up, the tested form may be a part): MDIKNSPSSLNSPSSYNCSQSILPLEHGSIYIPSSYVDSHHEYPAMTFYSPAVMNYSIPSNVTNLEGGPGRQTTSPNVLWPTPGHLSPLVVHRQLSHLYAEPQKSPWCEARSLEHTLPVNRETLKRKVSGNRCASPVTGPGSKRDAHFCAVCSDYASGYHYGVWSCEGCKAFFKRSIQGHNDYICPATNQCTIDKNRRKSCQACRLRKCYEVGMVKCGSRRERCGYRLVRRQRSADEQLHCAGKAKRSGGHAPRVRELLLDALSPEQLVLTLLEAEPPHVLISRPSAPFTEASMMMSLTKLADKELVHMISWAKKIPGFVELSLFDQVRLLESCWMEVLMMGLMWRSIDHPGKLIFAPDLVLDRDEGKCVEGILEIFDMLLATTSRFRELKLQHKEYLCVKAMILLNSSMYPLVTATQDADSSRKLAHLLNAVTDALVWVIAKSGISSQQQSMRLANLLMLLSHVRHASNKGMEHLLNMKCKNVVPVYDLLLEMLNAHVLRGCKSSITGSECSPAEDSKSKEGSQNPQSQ
PLK1 PBD inh: inhibitors of human Plk1 polo box domain binding. Plk1 PBD phosphopeptide binding, fluorescence polarization. inhibition, %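 (tested at about 20 µM)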. 97,000 tested, 0.13% active; in the data active = inhibition above about 34%, passing the limit was not always enough
ERa SRC1 inh: blocks coactivator binding to human estrogen receptor alpha | TR-FRET ER-alpha LBD / SRC-1 peptide, estradiol-bound | inhibition, % at 25.6 µM | 86,000 tested, 1.7% active | AID 629; in the data active = inhibition above about 50%;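 also: 0% = receptor plus peptide control and 100% = peptide only without receptor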
PLK1 kinase inh: inhibitors of human PLK1 kinase; inhibition, % at 10 µM; recombinant PLK1 kinase, TR-FRET peptide phosphorylation; AID 619; 97,000 tested, 0.53% active; P53350;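 active = inhibition of 50% or more in the single-concentration screen; inactive = inhibition below 50%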;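 also: 0% = DMSO max control and 100% = H-89 dihydrochloride min control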
Mac1 fbg inh: CD11b/CD18-fibrinogen binding inhibition; P05107+P11215; K562 CD11b/CD18 adhesion to fibrinogen, ATPlite luminescence; Mn2+ added to activate the integrin; inhibition, % at 10 µM; 93,000 tested, 0.54% active;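 active = primary inhibition of 50% or more at 10 µM, then 40% or more on retest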; also: some results filed as inactive read as strong as hits
FAK inh: FAK (human) kinase inhibition. Q05397. biochemical FAK kinase activity assay. inhibition, %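 (tested at 7 µM)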. 97,000 tested, 0.84% active; in the data active = inhibition above about 19%;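 also: 0% = DMSO and 100% = reference compound high control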
CD11b adhes enh: increases human CD11b/CD18 adhesion to fibrinogen; K562 CD11b/CD18 adhesion to fibrinogen, ATPlite luminescence; activation, % at 10 µM; 93,000 tested, 0.07% active;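 active = 10 µM primary screen giving 50% or more activity, confirmed by 40% or more on retest at that dose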; also: strong numbers were not always called active
The depositor's hits bear a star; x = no result given; [ ] = another dose, or the depositor's remark.

SMILES | HIV Rev-RRE inh | ERa SRC1 pot | ERb coact inh | PLK1 PBD inh | ERa SRC1 inh | PLK1 kinase inh | Mac1 fbg inh | FAK inh | CD11b adhes enh
CCOC(=O)Cc1csc(NC(=O)CSc2nnc(-c3ccc(C)cc3)o2)n1 | 2 | 115[fluorescence artefact?] | 23 | -1 | 19[fluorescence artefact?] | -4 | 4 | 2 | -2
O=C(/C=C/c1ccccc1Cl)NCc1ccco1 | 2 | x | x | -28 | x | -5 | 12 | 7 | -4
CC(C)(C)n1nnnc1C(c1cc2cc3c(cc2[nH]c1=O)OCCO3)N1CCSCC1 (stereo not drawn) | 4 | 85 | 0 | -12 | 7 | -8 | -13 | 0 | -4
CCCOc1ccc(/C(O)=C2/C(=O)C(=O)N(CCOC)C2c2cccnc2)cc1 (stereo not drawn) | 6 | 101 | -3 | 10 | -2 | -7 | -7 | -5 | 4
CCn1c(SCc2ccc(F)cc2)nnc1C1CCN(S(=O)(=O)c2ccc(OC)cc2)CC1 | 8 | x | x | -3 | x | -9 | 5 | 4 | 23
CC(C)(C)c1ccc(C(=O)C=[N+]=[N-])cc1 | -2 | 109 | 0[fluorescence artefact?] | -14 | 2[fluorescence artefact?] | -10 | -24 | -4 | 1
C=CCNC(=O)CSc1nc2cc(C(=O)OCC)ccc2n1CC | 3 | 76 | -6 | 2 | 5 | -14 | 8 | -2 | -3
CSc1cc(-c2ccccc2)n(Cc2ccc(Cl)cc2Cl)c(=O)c1C#N | 15 | 117 | -4 | -30 | 0 | -15 | -38 | -2 | 0
Cc1ccc(C)c(NC(=O)c2nnn(Cc3ccccc3C)c2N)c1 | 9 | 103 | 1 | -13 | 0 | -1 | -3 | 2 | 2
Nc1c(C(=O)NC2CCCCC2)nsc1C(=O)OCC(=O)NC1CCCCC1 | 8 | 110 | -2 | 8 | -1[fluorescence artefact?] | -5 | -15 | 1 | -4

Of the compounds above, two contain a Cl atom:
SMILES | HIV Rev-RRE inh | ERa SRC1 pot | ERb coact inh | PLK1 PBD inh | ERa SRC1 inh | PLK1 kinase inh | Mac1 fbg inh | FAK inh | CD11b adhes enh
O=C(/C=C/c1ccccc1Cl)NCc1ccco1 | 2 | x | x | -28 | x | -5 | 12 | 7 | -4
CSc1cc(-c2ccccc2)n(Cc2ccc(Cl)cc2Cl)c(=O)c1C#N | 15 | 117 | -4 | -30 | 0 | -15 | -38 | -2 | 0

Of the compounds above, 2 have two or more sulfur atoms:
SMILES | HIV Rev-RRE inh | ERa SRC1 pot | ERb coact inh | PLK1 PBD inh | ERa SRC1 inh | PLK1 kinase inh | Mac1 fbg inh | FAK inh | CD11b adhes enh
CCOC(=O)Cc1csc(NC(=O)CSc2nnc(-c3ccc(C)cc3)o2)n1 | 2 | 115[fluorescence artefact?] | 23 | -1 | 19[fluorescence artefact?] | -4 | 4 | 2 | -2
CCn1c(SCc2ccc(F)cc2)nnc1C1CCN(S(=O)(=O)c2ccc(OC)cc2)CC1 | 8 | x | x | -3 | x | -9 | 5 | 4 | 23

The listing continues.
SMILES | HIV Rev-RRE inh | ERa SRC1 pot | ERb coact inh | PLK1 PBD inh | ERa SRC1 inh | PLK1 kinase inh | Mac1 fbg inh | FAK inh | CD11b adhes enh
O=C(NCc1ccccn1)Nc1cccc(Cl)c1 | x | 87 | 4 | x | 3 | x | 8 | x | -1
CCOC(=O)N1CCN(S(=O)(=O)c2ccc(OCC)c(C)c2)CC1 | 8 | 91 | -3[fluorescence artefact?] | 10 | -29 | 23 | -6 | 2 | 6
N#Cc1ccccc1S(=O)(=O)N1CCN(c2ccc(S(=O)(=O)N3CCOCC3)cn2)CC1 | 3 | 99 | -4 | 0 | 7 | -5 | -7 | 2 | 5
CN(C(=O)c1ccc2c(=O)n3c(nc2c1)CCCCC3)c1ccccc1 | -1 | 92 | 12 | 3 | 8 | -6 | x | 4 | x
COc1cc(OC)cc(C(=O)NC(=S)N2CCN(c3ccc(C(F)(F)F)cc3[N+](=O)[O-])CC2)c1 | -6 | x | x | 11 | x | -9 | 8 | -1 | -2
O=C(NCCN1CCN(C(=O)c2cccs2)CC1)c1cccs1 | 0 | 108 | 2 | -5 | -9 | -7 | -8 | -1 | -1
C/C(=N\NC(=O)c1ccccc1)c1ccc2c(c1)OCO2 | 3 | x | x | -18 | x | -1 | 0 | 1 | -2
C=CCSc1nnc(Cc2cc(=O)[nH]c(=O)[nH]2)n1-c1cc(C)ccc1C | 9 | 126 | -7[fluorescence artefact?] | 10 | 4 | -6 | 15 | -3 | 1
COc1ccc(N2C(=O)CC(N3CCC(C(N)=O)CC3)C2=O)cc1 (stereo not drawn) | 1 | 113 | -8 | -17 | -7 | -14 | -9 | 3 | 1
CCC(=NCc1ccccc1)c1c(C(F)(F)F)[nH]n(-c2nc3ccccc3s2)c1=O | 4 | 104 | 1 | -1 | -4 | -4 | -13 | 6 | 2
CC(C)c1ccc2c(c1)C(c1ccc(N3CCOCC3)cc1)=NNC(c1cccs1)=N2 | -1 | x | x | -12 | x | -2 | x | -2 | x
COc1ccc(S(=O)(=O)N2CCC(C(=O)N3CCc4ccccc4C3)CC2)cc1C | 5 | 97 | 2 | -12 | -5 | -2 | 4 | 4 | -1
COc1ccc(Cl)c(NC(=O)Nc2c(C)n(-c3ccccc3)c(=O)n2C)c1 | 0 | 110 | -4 | -21 | 13[fluorescence artefact?] | -8 | 0 | -1 | 11
COc1ccc(NC(=O)CSc2nnc(-c3ccccn3)n2N)cc1 | 1 | 110 | 5[fluorescence artefact?] | -16 | -10 | -4 | -13 | 6 | -2
Cc1ccc(CCNC(=O)C2CCCN(S(=O)(=O)c3c(C)noc3C)C2)cc1 (stereo not drawn) | 8 | 110 | 0 | 4 | 6 | -7 | -13 | 0 | -2
Cc1ccc2c(COC(=O)c3n[nH]c4ccccc34)cc(=O)oc2c1 | x | 200* | 15[fluorescence artefact?] | x | 16 | x | 2 | x | -5
C/C(=N\NC(=O)C1CC1c1ccccc1)c1ccc(C)s1 (stereo not drawn) | 11 | x | x | 3 | x | -13 | -5 | -3 | -6
CCc1cc2c(cc3c(=O)n(CC(=O)NCCCN(CC)CC)nc(CC)n32)s1 | -1 | 89 | -12 | -12 | 1 | -11 | 4 | 0 | -3
O=C(c1cc2c(s1)CCCC2)n1cccn1 | 5 | 122 | -6 | -22 | -9 | -10 | 5 | 4 | -3
CCn1c(CSc2nc(C)cs2)nc2cc(S(=O)(=O)N(C)C)ccc21 | 4 | 112 | -16 | -6 | 2 | -7 | 10 | -2 | -4
CCn1c(SCC(=O)Nc2nc(-c3ccc(C)cc3)cs2)nnc1-c1ccccc1 | 3 | 122 | -12 | 4 | 3 | 2 | 5 | 1 | 4
O=C(Cc1ccccc1)N/N=C/c1ccc(OC(=O)/C=C\c2ccco2)cc1 | 8 | 102 | 11 | 9 | 20 | 4 | x | 3 | x
COCCCN1C(=O)c2ccccc2C1C(=O)NC1CCCCCC1 (stereo not drawn) | 0 | 119 | -3 | -19 | -6 | -5 | 3 | 2 | -4
Nc1cc(OC(=O)c2ccccc2Br)nn1S(=O)(=O)c1ccccc1 | x | 127[fluorescence artefact?] | 22 | x | 41 | x | 20 | x | 2
CCCNC(=O)Nc1ccc2c(c1)N(C)C(=O)c1ccccc1S2 | 0 | 95 | -10 | -8 | 11 | -3 | 4 | 4 | -2
COC(=O)C1=C(C)NC(=O)NC1c1ccsc1 (stereo not drawn) | 6 | 103 | -4 | 16 | -11 | -14 | x | 5 | x
COc1ccc(-c2ccc(=O)n(CC(=O)NCc3ccco3)n2)cc1 | -3 | 106[fluorescence artefact?] | 9 | -20 | 10 | 2 | -7 | 8 | -8
CCOc1ccc(C(=O)Cc2cc(OC)c(OC)cc2[N+](=O)[O-])cc1 | 5 | x | x | 14 | x | -13 | x | -2 | x
Cc1cccc(N(C)C(=O)c2coc(=O)c3ccccc23)c1 | 0 | 99[fluorescence artefact?] | -6 | 20 | -1 | -15 | x | -2 | x
COCCn1nnnc1CN1CCOCC1 | 10 | 124 | 7[fluorescence artefact?] | -11 | 4 | -9 | 20 | -4 | 4
COc1ccc(C2CC(c3ccc(F)cc3)Nc3nc(N)nn32)cc1 (stereo not drawn) | x | 113 | -15 | x | -1 | x | -6 | x | -5
CCOC(=O)C1=C(C)NC(=O)NC1c1ccc(OCC(=O)N2CCCCC2)cc1 (stereo not drawn) | -6 | 119 | -3[fluorescence artefact?] | -2 | 3[fluorescence artefact?] | -6 | 1 | 1 | -2
CCN(CC)c1ccc(C(NC(C)=O)NC(C)=O)cc1 | 4 | 122 | 6[fluorescence artefact?] | 17 | 4 | -6 | 12 | -1 | -2
O=C(O)c1oc2ccccc2c1CN1CCN(c2ccccc2)CC1 | 2 | 117 | 7[fluorescence artefact?] | -1 | 17 | -7 | -7 | -2 | 3
O=S(=O)(c1ccc(N2CCCC2)cc1)C(F)(F)F | 9 | 94 | -1 | 8 | -15 | -10 | 4 | 2 | -4
CCOC(=O)CSc1nnc(-c2ccc(S(=O)(=O)N3CCOCC3)cc2)n1-c1ccccc1 | 2 | 117 | 4 | -14 | -2 | -10 | 6 | -6 | 0
COC(=O)c1sc(NC(=O)COc2cccc3ccccc23)nc1C | 0 | 109 | -8 | -2 | -8 | -31 | -6 | -6 | 2
COc1ccc(NC(C)C(=O)Nc2ccc(C(C)(C)C)cc2)cc1Cl (stereo not drawn) | 5 | x | x | -12 | x | -8 | 16 | 1 | -2
O=C(CSCc1n[nH]c(=O)[nH]1)NCCOc1cccc(Oc2ccccc2)c1 | 5 | 100 | -10 | -22 | -3 | -4 | -14 | 4 | 7
COc1ccc(C(=O)Nc2ncc3c(n2)CC(c2ccco2)CC3=O)cc1 (stereo not drawn) | 1 | 117 | 0 | 34 | -1 | -18 | 3 | -14 | -2
CCOC(=O)c1c(C)[nH]c(C)c1C(=O)COC(=O)c1cccc(S(=O)(=O)N(CC)CC)c1 | 9 | 97 | -2 | -9 | 1 | -2 | x | -1 | x
CC(C)(C)n1ncc2c(=O)n(CC(=O)OCc3ccccc3)cnc21 | 1 | 106 | 33 | 2 | -5 | -7 | 32 | 4 | -7
COc1ccc(S(=O)(=O)N(CCc2ccccc2)CC(=O)NC(C)C)cc1 | 6 | 139 | -9 | -14 | 2 | -5 | 1 | -3 | -4
O=C(CNC(=S)N(Cc1ccc(F)cc1)C1CCCCC1)NC1CC1 | -3 | 99[fluorescence artefact?] | -7 | 16 | -2 | -6 | -3 | 1 | 0
COc1cccc(N(C(=O)CNC(=O)c2ccco2)C(C(=O)NC2CCCC2)c2ccncc2)c1 (stereo not drawn) | 5 | 120 | 0 | 6 | 5 | -10 | -7 | -4 | 11
Nc1nnnn1/N=C/c1ccccc1C(F)(F)F | 6 | 72[fluorescence artefact?] | 7 | -2 | 1 | -3 | 8 | 4 | 1
COc1cc(CC(=O)OC2CCOC2=O)cc(OC)c1OC (stereo not drawn) | 8 | 108 | -3 | -27 | 25 | -8 | x | 0 | x
CCOc1ccc(S(=O)(=O)N(CC(=O)Nc2cc(C)on2)Cc2ccccc2Cl)cc1 | 12 | 115 | 7 | -3 | 5 | -4 | 7 | -2 | 2
CCc1ccc(NC(=O)CSc2nc3n[nH]c(C)c3c(=N)n2-c2cccc(OC)c2)cc1 | 3 | 128 | 10 | -10 | -3 | -14 | x | 13 | x
COc1cc(C)c(Cl)cc1S(=O)(=O)n1ccnc1C | 7 | 82 | 3 | -18 | 0 | -2 | 5 | -2 | 7
COc1ccc2[nH]c(=O)c(CN(Cc3ccco3)C(c3nnnn3Cc3ccccc3)C(C)C)cc2c1 (stereo not drawn) | 4 | 94 | 6[fluorescence artefact?] | 15 | 5 | -3 | -7 | 1 | 4
O=S1(=O)C=C(SCCN2CCCCC2)c2ccccc21 | 0 | 113[fluorescence artefact?] | -2 | -2 | -11 | 5 | -8 | -7 | 5

Compound activity (PubChem)
